High-throughput results from PubChem.
Hck-Nef inh: inhibitors of Nef-activated human Hck kinase, primary screen, biochemical, Z-Lyte FRET, 384-well, Hck-YEEI | Recombinant Hck-YEEI plus Nef, Z-Lyte FRET kinase assay | inhibition, % at 20 µM | 0.68% of 220,000 active | Tyrosine-protein kinase HCK (Homo sapiens), P08631;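 active = Hck-Nef kinase inhibition above about 50%, limit read from the data; inactive = inhibition below that limit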;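 note: 0% = DMSO with Hck plus Nef and 100% = Hck alone without Nef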
KLK5 inh: human KLK5 protease inhibitors, primary screen, biochemical, 1536-well | AID 873, 2007 | recombinant hK5, fluorogenic AMC substrate cleavage | inhibition, % at 5 µM | Kallikrein-5 (Homo sapiens), Q9Y337 | 0.59% of 210,000 active;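 active = inhibition of 40% or more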;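 note: 0% = enzyme controls without compound and 100% = no-enzyme blanks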
Target sequence (Q9Y337 67-293 limits assumed): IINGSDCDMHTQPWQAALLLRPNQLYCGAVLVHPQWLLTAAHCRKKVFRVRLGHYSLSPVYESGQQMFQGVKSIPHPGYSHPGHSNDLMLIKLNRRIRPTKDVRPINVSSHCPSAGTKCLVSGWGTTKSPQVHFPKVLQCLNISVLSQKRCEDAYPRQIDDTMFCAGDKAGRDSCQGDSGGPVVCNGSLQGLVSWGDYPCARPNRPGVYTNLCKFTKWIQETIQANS
Runt-SMMHC FRET: inhibitors of RUNX1 Runt–CBFb-SMMHC binding, primary screen, biochemical, FRET, Cerulean-Runt, Venus-CBFb-SMMHC, uHTS. Runt-related transcription factor 1 (Homo sapiens) + Core-binding factor subunit beta …. Cerulean-Runt/Venus-CBFb-SMMHC FRET ratio 530/480, 1 h. inhibition, % at 20 µM. 0.74% of 220,000 active;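 active = mean inhibition across duplicate retests at 20 µM reaching about 50%, limit read from the data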;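 note: 0% = DMSO wells and 100% = wells with excess untagged CBFb-SMMHC; inhibitors lower the FRET ratio by blocking Runt binding to CBFb-SMMHC; some results filed as inactive read as strong as hits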
FXIa inh 1536: human FXIa protease inhibitors, primary screen, biochemical, 1536-well | 0.14% of 220,000 active | AID 798, 2007 | inhibition, % at 5 µM | purified FXIa, Boc-Glu-Ala-Arg-AMC fluorogenic substrate;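 active = inhibition of at least 40%; inactive = inhibition below 40%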;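 note: fluorescence of freed AMC excited at 355 nm; 0% = enzyme without compound and 100% = no enzyme blank; many of its hits are not listed in these tables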
Thrombin inh: human alpha-thrombin inhibitors, primary screen, counter-screen for coagulation protease inhibitor project, biochemical, 1536-well, fluorogenic AMC substrate; inhibition, % at 5 µM; Boc-VPR-AMC fluorogenic substrate cleavage; AID 1046, 2008; 0.26% of 220,000 active;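 active = inhibition at or above 40%; inactive = inhibition below 40%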;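 note: 0% = enzyme with no compound and 100% = wells without enzyme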
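System – human alpha-thrombin protein · Reagent – Boc-VPR-AMC substrate, 15 µM final · Compound – 5 µM single dose in 0.2% DMSO · Schedule – reaction at room temperature · Technique – AMC fluorescence at 355 nm excitation and 460 nm emission · Read-out basis – % inhibition relative to enzyme controls and enzyme-free blanks · Control set – no-compound enzyme wells and no-enzyme blanks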
Wee1 degr inh: Wee1 degradation inhibitors, primary screen, cell-based, HeLa, Wee1K328M-luciferase, luminescence; Wee1-like protein kinase (Homo sapiens), P30291; HeLa Luc-Wee1K328M stability; 100% = proteasome inhibitor MG132 effect; reporter increase, % at 5 µM; 1.2% of 220,000 active;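 active = activation above the mean of all tested compounds plus 3 SD, set per screening run, cut at about 8.8% in these data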;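 note: cells exposed to compound for 20 h before luminescence read; 0% = DMSO alone and 100% = MG132 at 30 µM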
Target sequence (P30291 whole entry K328M): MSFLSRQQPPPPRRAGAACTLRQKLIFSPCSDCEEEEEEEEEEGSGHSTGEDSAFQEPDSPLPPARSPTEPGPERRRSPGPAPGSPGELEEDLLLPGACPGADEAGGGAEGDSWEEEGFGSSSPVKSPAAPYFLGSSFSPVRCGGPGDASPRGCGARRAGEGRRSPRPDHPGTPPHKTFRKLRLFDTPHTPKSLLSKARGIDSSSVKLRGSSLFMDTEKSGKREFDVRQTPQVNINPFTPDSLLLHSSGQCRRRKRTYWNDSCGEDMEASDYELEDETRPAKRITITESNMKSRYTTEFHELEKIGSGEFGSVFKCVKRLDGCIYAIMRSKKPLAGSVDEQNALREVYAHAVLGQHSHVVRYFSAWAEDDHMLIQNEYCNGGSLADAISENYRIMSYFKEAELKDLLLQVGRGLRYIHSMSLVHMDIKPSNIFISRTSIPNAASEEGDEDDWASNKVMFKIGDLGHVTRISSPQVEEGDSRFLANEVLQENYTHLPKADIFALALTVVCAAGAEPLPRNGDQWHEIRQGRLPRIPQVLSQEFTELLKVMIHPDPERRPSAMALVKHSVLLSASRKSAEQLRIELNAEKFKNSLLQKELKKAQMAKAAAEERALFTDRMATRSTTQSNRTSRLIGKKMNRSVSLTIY
14-3-3 Bad PPI: inhibitors of 14-3-3 zeta/Bad binding, primary screen, biochemical, TR-FRET, bovine 14-3-3 zeta. AID 781, 2007. 14-3-3 protein zeta/delta (Bos taurus), P63103. TR-FRET 14-3-3zeta/Dy647-pBad peptide displacement, 1 h. inhibition, % at 21.7 µM. 0.71% of 220,000 active;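 active = inhibition above about 70%, limit read from the data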;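 note: 0% = full 14-3-3 plus peptide FRET controls and 100% = background without 14-3-3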
Runt-CBFb FRET: inhibitors of RUNX1 Runt–CBFb binding, primary screen, biochemical, FRET, Cerulean-Runt, Venus-CBFb, uHTS; Cerulean-Runt/Venus-CBFb FRET ratio 530/480, 1 h; Runt-related transcription factor 1 (Homo sapiens) + Core-binding factor subunit beta …; 0.46% of 220,000 active; inhibition, % at 20 µM;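 active = inhibition over about 50% at 20 µM in the single-dose screen, limit read from the data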;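 note: 0% = DMSO wells and 100% = excess unlabeled CBFb competitor control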
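Measured by: fluorescence energy transfer, 422 nm excitation, 530/480 nm emission; Assay system: Cerulean-Runt domain; Medium: Tris pH 7.5 buffer with BSA; Measure: loss of energy transfer signal; Controls: 5 µM unlabeled CBFb as full-inhibition high control; Incubation: protein complex preformed 1 h, compound exposure 1 h, room temperature, dark.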
FXIIa inh 1536: human FXIIa protease inhibitors, primary screen, biochemical, 1536-well. Coagulation factor XII (Homo sapiens), P00748. purified FXIIa, Boc-QGR-AMC fluorogenic substrate, 2 h. inhibition, % at 5 µM. 0.3% of 220,000 active. AID 800, 2007; in the data active = inhibition above about 40%;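 note: 0% = enzyme with no compound and 100% = blank without enzyme; many of its hits are not listed in these tables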
* hit, by the source's call; nt = not tested or not shown; [ ] = another dose, or the depositor's remark.

SMILES | Hck-Nef inh | KLK5 inh | Runt-SMMHC FRET | FXIa inh 1536 | Thrombin inh | Wee1 degr inh | 14-3-3 Bad PPI | Runt-CBFb FRET | FXIIa inh 1536
COc1ccc(N2CC(C(=O)Nc3ncccc3C)CC2=O)cc1 (stereo not given) | 6 | 63* | -1 | 12 | 16 | -2 | 13[fluorescence artefact?] | -2 | 16
COC(=O)CSc1nnc(C)n1-c1cccc(C#N)c1 | 2 | -2 | -3 | -6 | -9 | 1 | 0 | 2 | 1
O=c1nc(N2CCOCC2)ccn1-c1nc(-c2ccccc2)oc1-c1ccccc1 | 1 | -9 | -6 | 1 | 3 | 0 | 9 | 0 | 23
O=C(Nc1ccc(O)cc1)c1cc2ccccc2c(=O)s1 | 25 | 3 | -1 | 0 | -4 | 1 | -5 | -1 | 5
C=CCn1cc(C(=O)N2CCc3ccccc3C2)c(=O)c2cc(S(=O)(=O)N(CC)CC)ccc21 | -2 | -3 | -10 | 3 | 0 | -1 | -3 | -7 | 7
CSc1nc(C)cc(OCC#N)n1 | 0 | 6 | -4 | -18 | -3 | 0 | -9 | 0 | 1
Cc1cccc(C)c1-n1c(C)nn(-c2ncc(C(F)(F)F)cc2Cl)c1=O | 3 | -24 | 3 | -5 | 3 | 5 | -7 | -2 | -10
CCCCCCc1cc2cc(C(=O)NCc3ccccc3)c(=N)oc2cc1O | 11 | -10 | 75 | -4 | -1 | -2 | -7 | 40 | 10
CC1CCCCC1NS(=O)(=O)c1ccc(S(=O)(=O)N2CCCC2)cc1 (stereo not given) | 0 | -30 | 2 | 5 | -1 | 0 | 14[fluorescence artefact?] | -1 | 7
C/C(=N\NC(=O)CC(C)C)c1ccc(N2CCCCC2)cc1 | 0 | -16 | 3 | 0 | -5 | -1 | -13 | 0 | 2
Cc1cc(OCC(O)CN)ccc1Cl (stereo not given) | 18 | -3 | -6 | -3 | -7 | 3 | -10 | 0 | 5
O=C(NCCCn1ccnc1)Nc1cccc2ccccc12 | 7 | -4 | 1 | 8 | 2 | 4 | 1 | -2 | 14
COc1ccc(NC(=O)NCc2ccc3c(c2)OCO3)cc1 | 5 | -4 | -2 | -3 | -4 | -3 | -2 | -2 | 4
Cc1ncoc1C(=O)N1CCc2c([nH]c3ccccc23)C1C1CCCCC1 (stereo not given) | -7 | nt | 6 | -3 | -8 | 0 | 2 | -8 | 2
FC(F)(F)c1cc(-c2ccccc2)nc(NCc2cccnc2)n1 | 1 | -7 | -6 | 0 | 1 | -3 | 14 | -7 | 11
CCOC(=O)c1ccccc1NC(=O)N[C@@H](C)C(=O)OC | 0 | -4 | 3 | 1 | 2 | -2 | -8[fluorescence artefact?] | -1 | 6
Cc1cc(Cl)ccc1N1C(=O)CC(SCCC(=O)O)C1=O (stereo not given) | 10 | -16 | 0 | -1 | 1 | 3 | 9[fluorescence artefact?] | 4 | 15
N#Cc1cn(Cc2ccncc2)c(=O)[nH]c1=O | -5 | -4 | 18 | -2 | 1 | -1 | 3 | 0 | -1
CCCCSc1nnc2[nH]c(=O)cc(N)n12 | 1 | 4 | 0 | 4 | 0 | -3 | nt | 4 | 14
CC(C)OC(=O)C(C#N)c1nc2ccccc2nc1N1CCN(Cc2ccccc2)CC1 (stereo not given) | -1 | 22 | 57 | -6 | -9 | 2 | -12 | 27 | 2
O=C(CCn1cccc1)Nc1cc(F)ccc1F | 0 | -16 | -46 | 0 | 3 | -1 | 6[fluorescence artefact?] | -2 | 0
CCc1nccn1S(=O)(=O)c1ccc2ccccc2c1 | 3 | -1 | 1 | -6 | -5 | 1 | 18 | -1 | -7
COC(=O)c1ccc(/C=C2/SC(=S)N(CCCC(=O)Nc3ccccn3)C2=O)cc1 | 14 | -10 | -12 | 9 | 0 | 1 | 5 | -7 | 11
O=C(Cc1nnc(NC(=O)Nc2ccc(Cl)cc2)s1)NCc1ccccc1 | 3 | -8 | 4 | 9 | -2 | 5 | -1[fluorescence artefact?] | 0 | 7
CCN(CC)C(=N)N1c2ccccc2CCC1C (stereo not given) | 23 | 2 | 3 | 1 | nt | -3 | -7 | 0 | 7
O=C(OC1CCOC1=O)c1cc(-c2ccc(Cl)cc2)nc2ccccc12 (stereo not given) | 0 | -1 | -2 | -37 | -2 | -2 | -2[fluorescence artefact?] | -3 | 14
Cc1ccc(Nc2nc(N/N=C/c3c[nH]c4ccccc34)nc(N3CCOCC3)n2)cc1 | 1 | -7 | -6 | 1 | -7 | 5 | 0[fluorescence artefact?] | 2 | -1
CCSc1nnc(NC(=O)CCCOc2ccc(C)cc2)s1 | -12 | -19 | 0 | 20 | 0 | -1 | -6 | 2 | -2
C=C(C)C(=O)Nc1cccc(C2=NOC3(C2)C[C@@H](C(N)=O)N(C(=O)c2cc([N+](=O)[O-])cc([N+](=O)[O-])c2C)C3)c1 (stereo not given in full) | 23 | 0 | 1 | 0 | 0 | nt | 34 | -3 | 9
CCN(CC)c1ccc(C(=O)OCC(=O)NC(C)(C)C)cc1 | 21 | -3 | -2 | -3 | -3 | -1 | -5 | 0 | 3
Cc1ccc(S(=O)(=O)N(CC(=O)Nc2ccccc2C(=O)O)c2cccc(Cl)c2C)cc1 | -9 | -10 | -4 | 5 | -2 | 2 | -14[fluorescence artefact?] | -5 | 12
Cn1c(CSc2nc3ccccc3s2)n[nH]c1=S | 2 | -10 | 7 | 1 | -4 | 0 | -6[fluorescence artefact?] | 8 | 11
Cc1cccc(Nc2n[nH]c(=S)s2)c1C | 2 | -14 | 51 | -6 | -21 | 2 | -5 | 36 | 6
CCCn1c(SCC(=O)Nc2cc(S(=O)(=O)N3CCOCC3)ccc2Cl)n[nH]c1=O | 7 | -13 | -3 | 6 | -2 | 3 | 4[fluorescence artefact?] | -3 | 15
Cc1nn2c(-c3ccco3)nnc2c2ccccc12 | 1 | -15 | -1 | -7 | 2 | 1 | -3 | 3 | 7
CC1CCC2(CC1)N=C(N)Nc1nc3ccccc3n12 (stereo not given) | 1 | 4 | 0 | -1 | -3 | 1 | 3 | nt | 13

10 of the compounds above, as a markdown table:
| smiles | Hck-Nef inh | KLK5 inh | Runt-SMMHC FRET | FXIa inh 1536 | Thrombin inh | Wee1 degr inh | 14-3-3 Bad PPI | Runt-CBFb FRET | FXIIa inh 1536 |
| --- | --- | --- | --- | --- | --- | --- | --- | --- | --- |
| O=C(Cc1nnc(NC(=O)Nc2ccc(Cl)cc2)s1)NCc1ccccc1 | 3 | -8 | 4 | 9 | -2 | 5 | -1[fluorescence artefact?] | 0 | 7 |
| CCN(CC)C(=N)N1c2ccccc2CCC1C (stereo not given) | 23 | 2 | 3 | 1 | nt | -3 | -7 | 0 | 7 |
| O=C(OC1CCOC1=O)c1cc(-c2ccc(Cl)cc2)nc2ccccc12 (stereo not given) | 0 | -1 | -2 | -37 | -2 | -2 | -2[fluorescence artefact?] | -3 | 14 |
| Cc1ccc(Nc2nc(N/N=C/c3c[nH]c4ccccc34)nc(N3CCOCC3)n2)cc1 | 1 | -7 | -6 | 1 | -7 | 5 | 0[fluorescence artefact?] | 2 | -1 |
| CCSc1nnc(NC(=O)CCCOc2ccc(C)cc2)s1 | -12 | -19 | 0 | 20 | 0 | -1 | -6 | 2 | -2 |
| C=C(C)C(=O)Nc1cccc(C2=NOC3(C2)C[C@@H](C(N)=O)N(C(=O)c2cc([N+](=O)[O-])cc([N+](=O)[O-])c2C)C3)c1 (stereo not given in full) | 23 | 0 | 1 | 0 | 0 | nt | 34 | -3 | 9 |
| CCN(CC)c1ccc(C(=O)OCC(=O)NC(C)(C)C)cc1 | 21 | -3 | -2 | -3 | -3 | -1 | -5 | 0 | 3 |
| Cc1ccc(S(=O)(=O)N(CC(=O)Nc2ccccc2C(=O)O)c2cccc(Cl)c2C)cc1 | -9 | -10 | -4 | 5 | -2 | 2 | -14[fluorescence artefact?] | -5 | 12 |
| Cn1c(CSc2nc3ccccc3s2)n[nH]c1=S | 2 | -10 | 7 | 1 | -4 | 0 | -6[fluorescence artefact?] | 8 | 11 |
| Cc1cccc(Nc2n[nH]c(=S)s2)c1C | 2 | -14 | 51 | -6 | -21 | 2 | -5 | 36 | 6 |

Following part
SMILES | Hck-Nef inh | KLK5 inh | Runt-SMMHC FRET | FXIa inh 1536 | Thrombin inh | Wee1 degr inh | 14-3-3 Bad PPI | Runt-CBFb FRET | FXIIa inh 1536
S=C(NCCc1ccccc1)Nc1ccccc1N1CCOCC1 | 7 | -4 | 4 | -3 | -5 | 2 | -4 | 0 | 4
COc1ccc(CNCc2cccc(Oc3ccccc3)c2)cc1 | -4 | 12 | -4 | 10 | 8 | 2 | 9 | -2 | 26
CCOC(=O)c1ccc(COC(=O)c2cc3ccccc3oc2=O)o1 | 10 | -34 | -6 | -2 | 15 | 1 | 8 | -5 | -2
CCc1ccc(C(=O)NNC(=O)OC)cc1 | 21 | 1 | 1 | -1 | -3 | 2 | -14 | 69* | 9
O=c1c2ccccc2nc2c3ccccc3c(NCCN3CCOCC3)nn12 | 3 | -3 | -8 | -3 | -9 | 1 | 5 | 2 | 5
O=C(Nc1ccccc1)C1=C[C@@H](c2ccccc2)C[C@@H](OCc2ccc(CO)cc2)O1 | 0 | 6 | -2 | 3 | 2 | 0 | -2 | -2 | 9
CCOC(=O)c1sc(=S)n(CC)c1NC(=O)c1ccccc1C | 4 | 1 | -4 | -2 | -7 | -1 | 1 | 2 | 2
O=C(Cc1nc(-c2ccc(Br)s2)cs1)NCCN1CCOCC1 | 1 | 3 | -11 | 1 | -6 | -2 | -5 | -2 | 2
Cc1cc(C(=O)OCc2nnc(-c3ccccc3)o2)c(C)n1-c1ccccc1 | -3 | -12 | 2 | -15 | -7 | -1 | -1 | -2 | 5
CCN1C(=O)/C(=C/c2nc3ccccc3c(=O)n2-c2ccc(C)cc2)c2ccccc21 | 16 | -6 | 136 | 8 | -18 | 1 | 11 | -1 | 11

Hits appear at their usual frequency (roughly 4.2% active in at least one column).
